High-throughput results deposited in PubChem by several laboratories.
MEKK2wt PB1 HTS = raises or lowers MEK5 binding to wildtype human MEKK2 PB1 domain; Q9Y2U5; bead flow cytometry, Alexa488-MEK5 binding to MEKK2 WT; actives lie on both sides; binding response (% of control), % at 10 µM; actives 1.1% (n = 290,000); in the data active = binding response below about 67% or above about 130%
GalR3 antag = human GalR3 antagonism. O60755. HEK293 GalR3-CNG cAMP membrane potential fluorescence; galR3 body fused to GalR1 C-terminus. inhibition, % at 3 µM. actives 0.44% (n = 360,000). AID 651719;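 active = inhibition above the screen-wide average plus 3 SD, cut at about 13% in these data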;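 also: forskolin and galanin both at EC90 stimulate the cells; cAMP rise reported by CNG channel membrane potential dye signal; 0% = forskolin plus galanin with DMSO and 100% = forskolin alone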
Target sequence (O60755 1-299 limits assumed): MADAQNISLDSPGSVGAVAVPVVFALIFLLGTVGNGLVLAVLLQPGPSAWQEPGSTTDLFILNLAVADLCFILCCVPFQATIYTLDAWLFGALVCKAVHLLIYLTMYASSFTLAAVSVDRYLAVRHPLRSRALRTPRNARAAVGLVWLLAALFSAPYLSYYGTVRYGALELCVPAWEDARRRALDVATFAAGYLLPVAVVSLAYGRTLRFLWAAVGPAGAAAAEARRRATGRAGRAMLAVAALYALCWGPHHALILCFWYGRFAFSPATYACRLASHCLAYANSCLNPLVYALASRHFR
MEKK2mut PB1 HTS = signal of MEK5 binding to mutant human MEKK2 PB1 domain | bead flow cytometry, Alexa488-MEK5 binding to MEKK2 mutant | percent response, % at 10 µM | actives 0.35% (n = 290,000) | AID 1530; in the data active = percent response above about 24%, passing the limit was not always enough; also: inactives centre near 1; some results filed as inactive read as strong as hits
MEKK3 PB1 HTS = MEKK3-MEK5 PB1 interaction, increase or decrease. Q99759. bead-based flow cytometry, Alexa488-MEK5 binding to MEKK3; actives lie on both sides; 0 = blocked by unlabeled MEK5, 100 = vehicle. binding response (% of control), % at 10 µM. actives 1.4% (n = 290,000). AID 1529;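 active = binding response more than 3 SD above or below the average of its plate-row segment, actives on both sides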;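 also: Alexa488 bead fluorescence after subtracting the streptavidin-only scavenger bead signal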
Target sequence (Q99759 whole entry, looked up): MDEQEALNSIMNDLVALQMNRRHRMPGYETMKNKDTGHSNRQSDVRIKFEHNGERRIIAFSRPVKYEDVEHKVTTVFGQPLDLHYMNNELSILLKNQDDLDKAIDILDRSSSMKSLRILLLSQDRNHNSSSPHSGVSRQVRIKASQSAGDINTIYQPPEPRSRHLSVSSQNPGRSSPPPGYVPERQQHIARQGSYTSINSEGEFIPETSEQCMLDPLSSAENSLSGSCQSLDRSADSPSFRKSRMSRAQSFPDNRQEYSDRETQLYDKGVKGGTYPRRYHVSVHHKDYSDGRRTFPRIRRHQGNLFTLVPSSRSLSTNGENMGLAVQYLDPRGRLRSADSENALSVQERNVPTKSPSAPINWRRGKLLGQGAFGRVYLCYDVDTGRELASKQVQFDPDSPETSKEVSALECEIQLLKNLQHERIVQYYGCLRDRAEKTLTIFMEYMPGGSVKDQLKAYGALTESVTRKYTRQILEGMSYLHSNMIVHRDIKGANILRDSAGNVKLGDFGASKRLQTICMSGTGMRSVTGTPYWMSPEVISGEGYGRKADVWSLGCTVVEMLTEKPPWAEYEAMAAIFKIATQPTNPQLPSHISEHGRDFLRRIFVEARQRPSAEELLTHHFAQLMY
CRFR2-BP ag = agonists of human CRF-binding protein/CRF-R2 receptor complex; HEK293 CRF-R2/CRF-BP, calcium dye fluorescence (FLIPR); percent of saturating CRF peptide response; AID 588473; activation, % at 13.2 µM; actives 0.46% (n = 350,000);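 active = activation of at least 50%, plus an integration ratio under a set limit after plate pattern correction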;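 also: plate controls were neutral control wells without compound for no effect and CRF at EC100 for full effect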
CRFBP-R2 block = CRF-BP/CRF-R2 complex antagonism. HEK293 CRF-R2/CRF-BP, CRF-induced calcium fluorescence. inhibition, % at 11.8 µM. actives 0.59% (n = 350,000);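 active = inhibition of the ligand-induced calcium signal above about 50% at the single tested concentration, limit read from the data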
SUMO HTRF inh = SUMOylation inhibition. P63279. HTRF SUMOylation assay, SAE1/SAE2 + UBC9, in vitro. inhibition, % at 35 µM. actives 0.36% (n = 290,000). AID 2006; in the data active = inhibition above about 50%, passing the limit was not always enough; also: strong numbers were not always called active
Target sequence (P63279 whole entry, looked up): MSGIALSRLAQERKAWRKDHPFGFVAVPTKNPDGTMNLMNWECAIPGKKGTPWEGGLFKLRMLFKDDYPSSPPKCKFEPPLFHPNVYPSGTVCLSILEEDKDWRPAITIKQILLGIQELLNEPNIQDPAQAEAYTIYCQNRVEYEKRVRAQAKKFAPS
NS3 helicase inh = HCV NS3 helicase inhibition | actives 0.56% (n = 290,000) | inhibition, % at 10.9 µM | NS3 helicase DNA unwinding, Cy5 molecular beacon fluorescence;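 active = inhibition above the mean of all tested compounds plus 3 SD, set per campaign, cut at about 35% in these data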;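 also: 0% = DMSO wells and 100% = thioflavine S control wells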
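System: Hepatitis C virus NS3 helicase domain fragment enzyme | Reagent: Annealed dual-labelled DNA beacon duplex, ATP-started | Compound dosing: 10.9 µM single point, 0.8% DMSO | Incubation: 1 h reaction at 25 °C, ATP-initiated | Technique: Cy5 fluorescence | Evaluation: Percent inhibition from t60/t0 fluorescence ratio | Benchmarks: Low DMSO, high thioflavine S at 110 µM | Replication: Singlicate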
FID counter = fluorescent intercalator displacement, NS3 helicase counter-screen; actives 0.17% (n = 290,000); DNA fluorescent intercalator displacement, fluorescence; inhibition, % at 7.9 µM; AID 1845; in the data active = inhibition above about 37%;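 also: 0% = vehicle and 100% = reference compound; higher means more ethidium bromide displaced from hairpin DNA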
The depositor's hits bear a star; · = no result given. A portion of the library (hit frequency here may not be typical).

Short forms: A = MEKK2wt PB1 HTS; B = GalR3 antag; C = MEKK2mut PB1 HTS; D = MEKK3 PB1 HTS; E = CRFR2-BP ag; F = CRFBP-R2 block; G = SUMO HTRF inh; H = NS3 helicase inh; I = FID counter
CC(C)/C=N/Nc1nc2c(c(=O)n(C)c(=O)n2C)n1C
  A: 100	B: -1	C: 4	D: 102	E: -1.4	F: 2	G: 10	H: -6	I: 0
O=C(Nc1ccc2c(c1)OCCO2)c1cc2sccc2n1Cc1ccc(F)cc1
  A: 96	B: -5	C: 0	D: 104	E: 0.1	F: 6	G: 7	H: -11	I: -1
CC(=O)N1CCC(N(C(=O)Nc2c(F)cccc2F)C(C)C)CC1
  A: 111	B: 0	C: 13	D: 109	E: 2.7	F: 16	G: -9	H: -6	I: -2
CCCCc1cc(=O)oc2c(CN3CCN(C)CC3)c(O)ccc12
  A: 104	B: -10	C: 3	D: 99	E: 0.7	F: -12	G: 25	H: 7	I: 7
Cc1cc2cc(CCNC(=O)CCCc3ccccc3)c(=O)[nH]c2cc1C
  A: 107	B: -8	C: 12	D: 100	E: -0.3	F: 3	G: ·	H: 0	I: -34
CCC(=O)N1c2ccc(S(=O)(=O)NC3CCCCC3)cc2CC1C (stereo not drawn)
  A: 99	B: -1	C: 0	D: 98	E: -1.4	F: 16	G: 13	H: -2	I: -33
O=c1cccc(-c2ccccc2)[nH]1
  A: 94	B: -4	C: -1	D: 104	E: 2.4	F: -2	G: 18	H: -6	I: 4
O=C(C[N+]12CC[N+](CC(=O)c3ccc(F)cc3)(CC1)CC2)c1ccc(F)cc1
  A: 109	B: 1	C: 2	D: 103	E: -1.4	F: -2	G: -2	H: -13	I: 5
CCC(=O)N(Cc1ccc(S(N)(=O)=O)cc1)C1CC(=O)N(c2ccc(OC)cc2)C1=O (stereo not drawn)
  A: 101	B: -1	C: 2	D: 101	E: -0.1	F: 8	G: 11	H: -3	I: -3
O=[N+]([O-])c1cccc(NC2=NCCC2)c1
  A: 102	B: -1	C: 2	D: 101	E: -0.3	F: 2	G: 8	H: 0	I: 0
Cc1ccc(CNC(=O)CCS(=O)(=O)c2ccc(C)cc2)cc1
  A: 94	B: -4	C: -6	D: 101	E: -3.4	F: -6	G: 18	H: 1	I: -2
Cn1cccc1C(C#N)c1cccc(F)c1C#N (stereo not drawn)
  A: 95	B: 0	C: -7	D: 99	E: -1.4	F: -3	G: 7	H: -7	I: 3
COCCCn1c(SCC(=O)N2CCCCC2C)nnc1-c1ccco1 (stereo not drawn)
  A: 101	B: -4	C: 2	D: 100	E: 4.4	F: -19	G: 21	H: 5	I: -11
O=C(N/N=C/C=C/c1ccc2c(c1)OCO2)c1ccc([N+](=O)[O-])cc1
  A: 100	B: -5	C: 6	D: 103	E: -1.0	F: 6	G: 21	H: -1	I: -1
O=C(NC1CC1)C1=C[C@@H](c2csc3ccccc23)C[C@@H](OCCCCO)O1
  A: 103	B: -4	C: -1	D: 83	E: -1.6	F: -6	G: -14	H: ·	I: ·
CC(C)CCN1CCN(Cc2ccoc2)CC1CCO (stereo not drawn)
  A: 92	B: -2	C: -13	D: 91	E: 1.4	F: 2	G: 20	H: 13	I: 0
CCc1nc(SCC(=O)N2CCCCCC2)c2c(=O)n(C)c(=O)n(C)c2n1
  A: 98	B: 0	C: -1	D: 98	E: -1.2	F: 9	G: 8	H: 1	I: -47
O=C(CN1CCN(c2ccccn2)CC1)Nc1ccc(OC(F)(F)F)cc1
  A: 104	B: -10	C: 5	D: 103	E: 1.2	F: -9	G: -1	H: -4	I: -24
CCCCC(=O)NNC(=O)N1c2ccccc2Sc2ccccc21
  A: 106	B: -4	C: 10	D: 113	E: 1.9	F: -26	G: -4	H: 7	I: -5
COc1ccc(S(=O)(=O)N2CCCC(C(=O)N3CCOCC3)C2)cc1C (stereo not drawn)
  A: 98	B: 3	C: -5	D: 99	E: -1.7	F: 16	G: 11	H: -1	I: -10
COc1nc(N(CC(N)=O)S(=O)(=O)c2ccccc2)nc(C)c1Cl
  A: 97	B: -2	C: 4	D: 104	E: -0.2	F: -10	G: 4	H: 3	I: -6
COc1ccc(N2C(=O)CC(N3CCN(c4ccccc4OC)CC3)C2=O)cc1 (stereo not drawn)
  A: 111	B: -7	C: 5	D: 105	E: 0.3	F: 33	G: 8	H: 8	I: -17
Cc1cc(C(=O)N2CCc3ccccc32)c2ccccc2n1
  A: 88	B: -6	C: -7	D: 94	E: 1.4	F: 5	G: 14	H: -1	I: -18
CCCc1cc(-n2ccnc2)n2c(nc3ccccc32)c1C#N
  A: ·	B: -1	C: ·	D: ·	E: 13	F: -14	G: 23	H: 11	I: -5
Cc1nc2sc(C(c3ccccc3)N3CCC(O)CC3)c(O)n2n1 (stereo not drawn)
  A: 106	B: -1	C: 2	D: 105	E: 1.3	F: -12	G: -24	H: -1	I: -6
COc1ccc(N2CCN(S(=O)(=O)c3ccc(-c4cc(C)no4)s3)CC2)cc1
  A: 99	B: 0	C: -2	D: 99	E: 2.5	F: 8	G: 3	H: 6	I: -2
Cc1ccc(C(=O)CSC2=C(C#N)C(c3ccco3)CC(=O)N2)c(C)c1 (stereo not drawn)
  A: 104	B: -4	C: -2	D: 108	E: 57*	F: -58	G: 14	H: 9	I: -17
Cc1csc(NC(=O)c2cc3c(s2)CCCC3)n1
  A: 115	B: 3	C: 8	D: 106	E: -0.3	F: -5	G: 19	H: -7	I: -2
COc1ccc(C2C3=C(Nc4ncnn42)c2ccccc2CC3)cc1OC (stereo not drawn)
  A: 107	B: ·	C: 5	D: 111	E: ·	F: ·	G: 16	H: 16	I: -23
COC(=O)c1cc(NC(=O)CC2Oc3ccccc3NC2=O)cc(C(=O)OC)c1 (stereo not drawn)
  A: 108	B: -10	C: 4	D: 101	E: -1.0	F: -12	G: -7	H: 13	I: -23
CC1CC(C)CN(C(=O)CCNC(=O)Cn2ccc3ccccc3c2=O)C1 (stereo not drawn)
  A: 103	B: -7	C: -1	D: 100	E: 1.1	F: 8	G: 5	H: -8	I: -25
COc1cc(CN2CCN(Cc3ccc(C(F)(F)F)cc3)CC2)cc(OC)c1OC
  A: 111	B: -5	C: 4	D: 102	E: -3.0	F: 25	G: 12	H: -21	I: 13
O=C(Nc1c(F)cc(F)cc1Br)c1cccnc1
  A: 111	B: -8	C: 6	D: 108	E: -1.3	F: 26	G: 20	H: 2	I: 2
CCN(CC)C(=O)Cn1cc(C(=O)C(=O)NCc2ccccn2)c2ccccc21
  A: 105	B: 0	C: -3	D: 100	E: 0.0	F: -11	G: 5	H: -3	I: -33
O=C(NCc1ccc(Cl)cc1)C(=O)NCC1OCCN1S(=O)(=O)c1cc(F)ccc1F (stereo not drawn)
  A: 104	B: 0	C: 2	D: 100	E: -0.8	F: 5	G: -11	H: -5	I: -38
CC1N(C)c2cc(NC(=O)c3ccco3)ccc2C1(C)C (stereo not drawn)
  A: -7.0*	B: -7	C: 3	D: 101	E: 12	F: -8	G: -22	H: -4	I: -12
CS(=O)(=O)NCCOc1ccc(S(=O)(=O)NCCOc2ccccc2)cc1
  A: 99	B: 2	C: 1	D: 101	E: -1.1	F: 9	G: 2	H: -5	I: -6
CCOc1ccc2[nH]cc(-c3csc(N)n3)c2c1
  A: 90	B: -5	C: -5	D: 85	E: 1.4	F: -5	G: 8	H: -12	I: -3
Cc1cc(NC(=O)c2cc(-c3cccnc3)nc3c(C)c(C)ccc23)no1
  A: 97	B: 1	C: 1	D: 98	E: 0.2	F: -20	G: 0	H: -6	I: -4
O=C(O)c1cccc(-c2ccc3c(c2)OCO3)c1
  A: 107	B: -9	C: 10	D: 104	E: -0.6	F: 13	G: 12	H: -2	I: -1
CCCCOC(=O)Nc1ccc2c(C)cc(=O)oc2c1
  A: 75	B: -1	C: -2	D: 60	E: -2.1	F: 3	G: 12	H: 0	I: -3
O=C(CC(c1ccccc1)c1cc(Br)ccc1O)NCCN1CCOCC1 (stereo not drawn)
  A: 105	B: -2	C: 2	D: 103	E: -0.8	F: -6	G: 18	H: -4	I: 6
CCOc1ccc(C2C(C#N)=C(N)Oc3cc(C)[nH]c(=O)c32)cc1OC (stereo not drawn)
  A: 99	B: 12	C: -1	D: 101	E: 1.4	F: -9	G: -19	H: -1	I: -7
COc1ccc(-c2noc(C3CCCN(C(=O)c4ccc(C)cc4)C3)n2)cc1 (stereo not drawn)
  A: 112	B: -5	C: 3	D: 115	E: -2.5	F: 6	G: 3	H: 2	I: -7
COC(=O)c1ccccc1NC(=O)Nc1cccc(C)n1
  A: 102	B: -4	C: 4	D: 104	E: -3.3	F: -23	G: 6	H: 7	I: -2
O=C(CSc1nnnn1-c1ccc2c(c1)OCCO2)Nc1nc2c(s1)CCCC2
  A: 96	B: -3	C: 0	D: 97	E: -1.8	F: -22	G: 15	H: -7	I: -4
O=C(Nc1cccnc1Cl)c1ccc2c(Cl)c3c(nc2c1)CCC3
  A: 97	B: 6	C: -3	D: 97	E: 2.0	F: -40	G: -2	H: 8	I: -2
CCOC(=O)c1ccc(NC(=O)NC2CC3CCC(C2)N3C(=S)NC)cc1 (stereo not drawn)
  A: 74	B: -6	C: -13	D: 82	E: 1.2	F: -6	G: 2	H: 15	I: -12
c1cnc2c(c1)ncc1cscc12
  A: 104	B: 4	C: -2	D: 104	E: 0.0	F: -9	G: 16	H: 4	I: -4
Cc1ccc(O)c(NC(=O)c2cc(-c3ccccc3)on2)c1
  A: 106	B: -11	C: 8	D: 105	E: 2.9	F: 6	G: 21	H: -6	I: 0
Cc1sc(NC(=S)NC(=O)c2ccco2)c(C#N)c1C
  A: 106	B: -7	C: 3	D: 105	E: -0.2	F: 2	G: 4	H: -3	I: 1
Cn1c(N)c(-c2ccccc2)c2ccc([N+](=O)[O-])cc2c1=O
  A: 99	B: -10	C: -1	D: 98	E: 123*	F: -125	G: 19	H: 4	I: 6
O=C(COc1ncnc2scc(-c3ccccc3)c12)NCCN1C(=O)CSC1=O
  A: 94	B: ·	C: -7	D: 100	E: ·	F: ·	G: 45	H: 6	I: -1
Cc1ccc(C(=O)Cn2c(NCCO)nc3ccccc32)cc1
  A: 103	B: -4	C: 16	D: 100	E: -0.4	F: 19	G: 6	H: -26	I: 12
NC(=O)c1nsc(C(=O)N(c2ccccc2)C(C(=O)NCC2CCCO2)c2ccc(F)cc2)c1N (stereo not drawn)
  A: 102	B: -2	C: 5	D: 102	E: 3.6	F: -5	G: 10	H: -6	I: -36
O=C(O)C[C@H]1c2cc(F)ccc2S(=O)(=O)N1C1CCN(Cc2ccccc2)CC1
  A: 107	B: -7	C: 5	D: 102	E: 1.2	F: -4	G: ·	H: ·	I: ·

Full records from above.
Results for c1cnc2c(c1)ncc1cscc12 → MEKK2wt PB1 HTS = 104; GalR3 antag = 4; MEKK2mut PB1 HTS = -2; MEKK3 PB1 HTS = 104; CRFR2-BP ag = 0.0; CRFBP-R2 block = -9; SUMO HTRF inh = 16; NS3 helicase inh = 4; FID counter = -4
Results for CCN(CC)C(=O)Cn1cc(C(=O)C(=O)NCc2ccccn2)c2ccccc21 → MEKK2wt PB1 HTS = 105; GalR3 antag = 0; MEKK2mut PB1 HTS = -3; MEKK3 PB1 HTS = 100; CRFR2-BP ag = 0.0; CRFBP-R2 block = -11; SUMO HTRF inh = 5; NS3 helicase inh = -3; FID counter = -33
Results for Cc1ccc(C(=O)Cn2c(NCCO)nc3ccccc32)cc1 → MEKK2wt PB1 HTS = 103; GalR3 antag = -4; MEKK2mut PB1 HTS = 16; MEKK3 PB1 HTS = 100; CRFR2-BP ag = -0.4; CRFBP-R2 block = 19; SUMO HTRF inh = 6; NS3 helicase inh = -26; FID counter = 12
